Bioassay records deposited in PubChem BioAssay by National Center for Advancing Translational Sciences (NCATS).
Lipid storage S3: qHTS Assay for Lipid Storage Modulators in Drosophila S3 Cells; Drosophila S3 cells, BODIPY lipid droplet fluorescence, 18-24 h; cells fed with added oleic acid; lipid storage change, negative = inhibition, % at the top dose, mostly 46.1 µM; hits show Potency in µM; hit rate 0.64% among 320,000; AID 2685; active = well fitted inhibition curve with a large enough effect in the signal ratio, with a control signal flat, not every such curve was filed as active; inconclusive = small, poorly fitted or top-dose-only effect, or effect the other way, or a change in a side signal; the % refers to the signal ratio
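Drosophila S3 cells got compounds at several concentrations plus oleic acid (400 uM solution). Laser-scanning cytometry with 488 nm excitation read lipid droplets at 500-530 nm and cells at 575-640 nm. Percent activity was relative to 20 uM Triacsin C.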
Lipid storage S3 cell count max: also measured in Lipid storage S3; calls as there; cell number change, %; measured here: cell count max response;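 cells counted by Cell Tracker Red CMTPX staining in the red channel; peak over a dose series mostly up to 46.1 µM; percent activity relative to internal control wells on each plate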
An asterisk follows results filed as active; i = inactive; ? = inconclusive; nt = not tested or not shown; [ ] = dose if it differs, or a comment. % is set by controls: 0 for no effect and ±100 for the full control effect; potency is the fitted concentration of half-maximal effect. These rows are one share of the data, so the mix of outcomes need not match the whole.

structure | Lipid storage S3 cell count max | Lipid storage S3
Cc1ccc(S(=O)(=O)n2ccc(-c3ccc(OCc4c(F)cccc4Cl)cc3)n2)cc1 | 4 | 7%
CCCCN(CC)C(=O)Cn1nc(Cc2ccncc2)c2ccccc2c1=O | 0 | 5%
CCOc1ccc(-c2nc(-c3ccccc3C)no2)cc1 | nt | ?
CCOC(=O)c1ccc(NC(=O)C23CCC(C)(C(=O)O2)C3(C)C)cc1 (centres undefined) | -9 | i
O=C(c1ccc(-c2ccccc2)c(F)c1)C1CCCN(CCCn2cccn2)C1 (centres undefined) | 3 | -10%
COc1ccc(C(=O)Nc2ccccc2)cc1NC(=O)c1cccs1 | nt | ?
O=C(COc1cccc(C(F)(F)F)c1)NCCCN1CCCC1=O | -5 | 25%
C=CCNC(=O)c1ccccc1NC(=O)c1ccc(Cl)c(S(=O)(=O)Nc2cc(C)ccc2C)c1 | nt | ?
Cc1nnc(SCC(=O)NC(=O)NC(C)(C)C)n1N | nt | ?
C[C@H](NC(=O)c1ccccc1F)C(=O)N1CCC2(CC1)NCCc1[nH]cnc12 | nt | ?
COc1ccc(/C=C/C(=O)NCCCN2CCCC2)cc1 | nt | ?
FC(F)c1nnc2c(Cl)cc(C(F)(F)F)cn12 | nt | ?
O=C(O)/C=C/C(=O)Nc1ccccc1SC(F)(F)F | -12 | -18%
NC(=O)c1c(NC(=O)CN2CCCC2)sc2c1CCCC2 | nt | ?
CCCOc1ccc(/C=C/C(=O)Nc2ccc([N+](=O)[O-])cc2C)cc1OC | -5 | 11%
Cc1ccc(NC(=O)Nc2ccc(F)cc2)cc1Cl | -9 | i
CC1CN(C(=O)CCNC(=O)c2ccc(Cl)cc2)CC(C)O1 (centres undefined) | nt | ?
Cc1ccc(OCc2nnc(SCCN3CCOCC3)n2C)cc1 | -3 | -4%
O=C(NC1CCCC1)c1ccc(CS(=O)Cc2ccccc2Cl)o1 (centres undefined) | nt | i
O=C(C[n+]1ccccc1)N/N=C/c1cccc(Cl)c1Cl | 4 | -5%
O=C(CNCc1ccc(F)cc1)Nc1ccccc1-c1ccccc1 | nt | ?
COc1ccccc1NS(=O)(=O)c1ccc2c(c1)n(C)c(=O)n2C | nt | ?
COC(=O)[C@@H]1C[C@@]2(O)[C@@H](O)[C@@H](O)[C@@H](O)C[C@H]2N1Cc1cc(OC)cc(OC)c1 | -8 | -11%
O=C(Nc1ccccc1C(=O)O)c1ccc(Br)o1 | nt | ?
O=C(N1CCN(c2cccc(Cl)c2)CC1)C1(S(=O)(=O)c2ccc(Cl)cc2)CC1 | nt | ?

As entered above.
Lipid storage S3, CCCOc1ccc(/C=C/C(=O)Nc2ccc([N+](=O)[O-])cc2C)cc1OC is entered as 11%
Lipid storage S3, COC(=O)[C@@H]1C[C@@]2(O)[C@@H](O)[C@@H](O)[C@@H](O)C[C@H]2N1Cc1cc(OC)cc(OC)c1 is entered as -11%

The list continues:
structure | Lipid storage S3 cell count max | Lipid storage S3
CCCn1nc(C(=O)NNC(=O)CSCC(=O)Nc2cc(C)on2)c2ccccc2c1=O | nt | ?
Cc1nc(-c2ccc(S(=O)(=O)Nc3cc(S(=O)(=O)N(C)C)ccc3C)s2)cs1 | 1 | 12%
CCOc1ccc(NC(=O)CSc2nc3nc4c(cc3c(=O)n2CC)COC(C)(C)C4)cc1 | nt | ?
COC(=O)c1ccc(COC(=O)CNC(=O)c2ccco2)cc1 | nt | ?
CN(CCc1ccccn1)C1CCCN(S(=O)(=O)c2ccccc2)C1 (centres undefined) | 5 | -18%
Cc1ccc(NC(=O)Nc2ccon2)cc1Cl | nt | ?
COc1ccccc1Nc1nc(N)nc(CN2CC(C)CC(C)C2)n1 (centres undefined) | 1 | 6%
O=C(NCc1ccccc1)C1CCCC1 | -9 | -4%
Cn1c(=O)oc2cc(S(=O)(=O)NCCC(=O)N3CCc4ccccc4C3)ccc21 | nt | ?
Cc1ccc(C(=O)Nc2ccc(C)c(S(=O)(=O)N(C)C)c2)s1 | nt | ?
O=C(c1ccc(Oc2ccc(C(F)(F)F)cn2)cc1)N1CCN(c2ccccc2)CC1 | nt | ?
CCOC(=O)c1c(C)n2c3c(cc(C)cc13)CCC2 | -1 | 2%
CC(=O)NN1C(=O)c2ccccc2NC1c1ccccc1 (centres undefined) | -1 | -5%
CCOc1ccc(S(=O)(=O)N2CCN(CCNS(=O)(=O)c3ccc(C)cc3)CC2)cc1 | nt | ?
COC(=O)[C@@H]1[C@H]2C[C@H]3c4[nH]c5ccccc5c4CCN3C[C@@H]2CC[C@@H]1O | 1 | 22%
Cc1cccc(NC(=O)CNC(=O)CNC(=O)Cc2ccccc2)c1 | -8 | 5%
C/C(=N\NC(=O)C(=O)N/N=C(\C)c1cccc(O)c1)c1cccc(O)c1 | nt | ?
O=C(CN(c1ccc(F)cc1)S(=O)(=O)c1ccc2c(c1)OCCO2)NCc1ccccc1 | nt | ?
CCNC(=O)OCc1cn(-c2ccc(Cl)cc2)nn1 | 21 | -7%
CN1C(C(=O)NCCc2cccs2)CC2Cn3c(nc4ccccc43)C21 (centres undefined) | nt | ?
CCc1nnc(SCC(=O)Nc2ccc(N3CCN(S(C)(=O)=O)CC3)cc2)o1 | nt | ?
Cn1nnc2cc(C(=O)Nc3ccc4ccccc4c3)ccc21 | -19 | -30%
O=C(Nc1ccsc1C(=O)NC1CC1)c1ccccc1 | nt | ?
COC(=O)c1ccc(CN2C(=O)NC3(CCCCC3)C2=O)cc1 | -1 | -3%
Cc1csc(NC(=O)CSc2nnc(-c3ccc(S(=O)(=O)N4CCCC4)cc3)o2)n1 | -2 | 2%

For convenience, some entries already given.
structure | Lipid storage S3 cell count max | Lipid storage S3
COC(=O)c1ccc(CN2C(=O)NC3(CCCCC3)C2=O)cc1 | -1 | -3%
Cc1csc(NC(=O)CSc2nnc(-c3ccc(S(=O)(=O)N4CCCC4)cc3)o2)n1 | -2 | 2%

More structures.
structure | Lipid storage S3 cell count max | Lipid storage S3
CC(=O)NC1CCN(CC(=O)Nc2nccs2)CC1 | nt | ?
OCCN1CCN(CC/C=C2/c3ccccc3Sc3ccc(C(F)(F)F)cc32)CC1 | -11 | 10%
COc1cccc(C2Nc3cc(Cl)c(S(N)(=O)=O)cc3S(=O)(=O)N2)c1 (centres undefined) | nt | ?
COc1ccc(N2CCN(C(=O)c3ccc(C(C)(C)C)cc3)CC2)cc1 | 19 | i
CCCCOC(=O)C(C)Nc1n[nH]c(=O)[nH]c1=O (centres undefined) | 4 | -4%
O=C(c1ccsc1)N1CCCC(Nc2cccc(F)c2)C1 (centres undefined) | nt | ?
NC(=O)SCC(=O)Nc1ccccc1C(=O)O | 1 | -5%
Cc1nc(C(=O)NNC(=O)c2ccc(Cl)cc2)c(C(F)(F)F)o1 | nt | ?
COc1ccc(/C=C2\N=C3CCCCCN3C2=O)cc1OC | 0 | 23%
COCCn1nnnc1C(c1ccc(OC)cc1)N1CCN(C(=O)c2ccco2)CC1 (centres undefined) | 11 | i
COc1ccc(-n2nnnc2CNC(=O)c2ccc3ccccc3c2)cc1 | nt | ?
CCN(CC)S(=O)(=O)c1ccc(C(=O)NCCOC(=O)c2ccc(F)cc2F)cc1 | nt | 4.6µM*
Cc1ccc(NC(=O)CN(C)C(=O)CSc2nnc(C(F)(F)F)n2C)cc1 | -2 | 1%
CC(C)CC(=O)NC(=S)N1CCN(c2ccc([N+](=O)[O-])cc2Cl)CC1 | nt | ?
CCOc1c(C#N)c(C#N)c2nc(C)cc(C)n12 | -7 | 10%
NCCCC[C@@H]1NC(=O)c2cc([N+](=O)[O-])cc(I)c2SC[C@@H](C(N)=O)NC(=O)[C@H](Cc2ccc(O)cc2)NC1=O | nt | ?
O/C(=C\Sc1nnc(Cc2ccccc2)o1)c1ccc(F)cc1 | nt | ?
Cc1cccc2cc3c(NC(=O)CC(C)C)nn(C)c3nc12 | nt | ?
CSc1ncc(C(=O)Nc2ccccc2)cn1 | nt | ?
O=C(C1COc2ccccc2O1)N1CCCC1 (centres undefined) | 0.3* | 6.5µM*
Cc1ccc(-c2csc(NC(=O)/C=C/c3cccs3)n2)cc1C | nt | ?
Cc1ccc(C(=O)NCCC(=O)NCc2ccco2)cc1 | nt | ?
CCOP(=O)(OCC)c1nc(Cc2ccccc2)oc1NCc1ccccc1 | 7 | 0%
CCN(CC(=O)Nc1c(F)cccc1F)C(=O)c1ccccn1 | nt | ?
CCOC(=O)C(NC(=O)c1ccccc1OCC)(Nc1ncccn1)C(F)(F)F (centres undefined) | nt | ?

(next part)
structure | Lipid storage S3 cell count max | Lipid storage S3
O=C(Cn1c(N2CCN(c3ccccc3)CC2)nc2ccccc21)c1ccccc1 | nt | ?
COc1cc(OC)cc(C(=O)OCC(=O)Nc2ccc(F)cc2F)c1 | nt | ?
CCCCN(CC(=O)NCc1ccc(F)cc1)C(=O)c1ccco1 | nt | ?
COc1ccc(CNS(=O)(=O)c2ccc(Br)s2)cc1 | 15 | i
COc1ccc(NS(=O)(=O)c2cccc(C(=O)N/N=C/c3ccccc3OC)c2)cc1 | 2 | -3%[0.0737 µM]
O=C(O)CC1CCCC(c2ccccc2)C1=O (centres undefined) | -3 | 0%
COc1ccc(CC(=O)NCc2nnc(SCC(=O)Nc3ccc(OC)cc3)n2C)cc1 | nt | ?
Cc1cc2cc(C)c3nnc(SCC(=O)NCc4ccc5c(c4)OCO5)n3c2cc1C | 2 | -7%
CC(C)C(=O)Nc1ccc2c(c1)nc(CCN1CCN(c3ccccn3)CC1)n2C | nt | ?
CSCCC(NC(N)=O)C(=O)NCc1ccc(Cl)cc1 (centres undefined) | nt | ?
COc1ccc(NC(=O)CC(=O)Nc2ccc(OC)cc2OC)c(OC)c1 | nt | ?
O=C(Nc1ccncc1)c1cccc(S(=O)(=O)N2CCN(c3ccc(F)cc3)CC2)c1 | nt | ?
CC(=O)c1cccc(NC(=S)N2CCN(S(=O)(=O)c3ccccc3)CC2)c1 | nt | ?
Cc1cc(C)c2ccc3c(C)c(C)nc3c2[nH]1 | -6 | 1%
O=C(COC(=O)[C@@H]1CCCN1C(=O)c1cccs1)NCCc1ccccc1 | nt | ?
Cc1ccc(NC(=O)c2ccc(CNc3c(N4CCOCC4)c(=O)c3=O)cc2)cc1 | nt | ?
O=C(Nc1ccnn1C1CCN(CC2CC=CCC2)CC1)c1ccccc1 (centres undefined) | nt | ?
COc1ccc(-c2nc3nc(C)cc(Nc4cccc(C(F)(F)F)c4)n3n2)cc1 | nt | ?
C=CCNC(=O)c1onc(CSc2cccc(OC)c2)c1C(=O)O | -13 | -1%
O=C(Nc1cccc(NC(=O)c2ccco2)c1)c1cnccn1 | nt | -15%
CCOc1ccccc1N(C(=O)CNC(=O)c1ccco1)C(C(=O)NC(C)(C)C)c1ccncc1 (centres undefined) | 3 | 24%
CC(C)CNC(=O)C(=O)Nc1ccc2c(c1)N(S(=O)(=O)c1cccs1)CCC2 | nt | i
Cc1ccc(OC(=O)c2c(C)nn(-c3ccccc3)c2C)cc1 | nt | ?
CCCCn1c(N)c(N(CCOC)C(=O)CCCc2nc3ccccc3c(=O)[nH]2)c(=O)[nH]c1=O | nt | ?
O=C(CCc1ccccc1Cl)NC1CCCN(c2ccc(C(F)(F)F)cn2)C1 (centres undefined) | 2 | i

Following part
structure | Lipid storage S3 cell count max | Lipid storage S3
Cc1c(C)n(CC(O)CN2CCOCC2)c2ccccc12 (centres undefined) | -9 | -4%
O=C(CSc1ccccc1Cl)c1ccco1 | -22 | 7%
CN(C)S(=O)(=O)c1cccc(NC(=O)CCc2nc3sc4c(c3c(=O)[nH]2)CCCC4)c1 | nt | ?
Cc1ccc(C)c(C(=O)CCC(=O)NNC(=O)Cn2nc(C)cc2C)c1 | -11 | -5%
Cc1nn(Cc2ccccc2)c2c1C(c1ccc(Cl)cc1)C(C#N)=C(N)O2 (centres undefined) | 2 | 0%
CC1=C(C(=O)OCC(C)C)C(c2cc3c(cc2Br)OCO3)NC(=O)N1C (centres undefined) | nt | ?
CC(C)c1ccc(-c2c(C#N)c(N)nc(SCC(=O)N3CCCCC3)c2C#N)cc1 | nt | ?
CCOC(=O)N1CCN(C(=O)Nc2cccc3ccccc23)CC1 | -13 | -3%
CC1CCCCN1S(=O)(=O)c1ccc(C(=O)Nc2nnc(-c3ccccc3Cl)o2)cc1 (centres undefined) | nt | ?
Cc1c(NC(=O)CSc2nc3ccccc3c(=O)n2C(C)C)c(=O)n(-c2ccccc2)n1C | 1 | 6%
O=C(NNC(=O)c1ccc(O)cc1O)c1ccc(-c2ccccc2)cc1 | nt | ?
CCCn1c(C2CC(=O)N(c3cc(OC)ccc3OC)C2)nc2ccccc21 (centres undefined) | nt | i
COC(=O)c1ccc(N)c(N=CC2=C(O)CC(C)(C)CC2=O)c1 | nt | ?
CC(C)NC(=O)N1CCN(c2ccncc2S(=O)(=O)N2CCCCC2)CC1 | 14 | -12%
Fc1ccc(CSc2ccc3nnc(-c4ccccn4)n3n2)cc1 | nt | ?
CCN(CC)CCn1nc2c3c(cccc3c1=O)-c1ccccc1-2 | nt | ?
COc1cc(C2=Nc3ccc(Br)cc3C(c3ccccc3)N2CC(=O)NN)cc(OC)c1OC (centres undefined) | 10 | 1%
